Bioassay records from PubChem.
TcdB inh – TcdB glycohydrolase inhibitors, primary screen, biochemical, single point, plate reader; TcdB glycohydrolase enzymatic assay; AID 652162, 2013; 350,000 tested, 0.24% active; Toxin B (Clostridioides difficile), P18177; inhibition, % at 9.99 µM; in the data active means inhibition above about 10%
PriA SSB inh – inhibitors of Klebsiella pneumoniae PriA binding to SSB C-terminal tail, primary screen, biochemical, AlphaScreen; inhibition, % at 33 µM; AlphaScreen SSBct-PriA binding, biotinylated peptide; PriA–SSB C-terminal tail interaction (Klebsiella pneumoniae); 430,000 tested, 0.6% active; in the data active means inhibition mostly above about 37%, no sharp cut-off; inactive means mostly below about 20%;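 further: plate controls were negative control peptide for no effect and reference peptide for full effect; strong numbers were not always called active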
Anthrax LF inh2 – Bacillus anthracis LF protease inhibitors, primary screen, biochemical, multiplex microsphere, MLPCN library. inhibition, % at 10 µM. Lethal factor (Bacillus anthracis), P15917. multiplex microsphere protease cleavage assay. 360,000 tested, 0.12% active; in the data active means inhibition above about 30%; inconclusive means no clear call, values can overlap the other calls; further: plate controls were buffer without enzyme for full effect and enzyme alone for no effect
Target sequence (P15917 whole entry, looked up): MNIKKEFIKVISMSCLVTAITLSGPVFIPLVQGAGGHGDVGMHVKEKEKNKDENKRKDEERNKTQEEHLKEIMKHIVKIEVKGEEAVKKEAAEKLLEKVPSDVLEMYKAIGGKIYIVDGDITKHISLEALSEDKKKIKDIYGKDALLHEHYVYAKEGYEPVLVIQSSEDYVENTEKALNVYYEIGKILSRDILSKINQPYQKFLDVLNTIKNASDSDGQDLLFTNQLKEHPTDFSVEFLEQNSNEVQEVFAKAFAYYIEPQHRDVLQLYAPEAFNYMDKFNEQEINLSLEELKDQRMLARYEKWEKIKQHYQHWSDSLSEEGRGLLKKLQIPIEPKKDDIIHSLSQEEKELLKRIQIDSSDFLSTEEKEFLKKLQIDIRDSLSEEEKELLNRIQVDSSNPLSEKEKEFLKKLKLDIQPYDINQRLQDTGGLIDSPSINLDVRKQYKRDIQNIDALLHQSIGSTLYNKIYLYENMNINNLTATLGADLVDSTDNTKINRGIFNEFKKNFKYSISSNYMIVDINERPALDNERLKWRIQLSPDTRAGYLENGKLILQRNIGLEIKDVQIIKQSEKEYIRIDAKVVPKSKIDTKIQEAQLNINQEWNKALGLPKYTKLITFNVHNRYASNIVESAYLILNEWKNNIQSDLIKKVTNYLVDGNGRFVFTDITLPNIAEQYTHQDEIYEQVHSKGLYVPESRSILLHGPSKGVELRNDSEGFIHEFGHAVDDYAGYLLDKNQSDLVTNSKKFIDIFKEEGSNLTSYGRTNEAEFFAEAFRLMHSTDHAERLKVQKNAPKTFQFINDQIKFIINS
Yp Topo-I inh – Yersinia pestis topoisomerase I inhibitors, primary screen, biochemical, cleavage product accumulation, plate reader, single point; 360,000 tested, 0.064% active; Y. pestis Topo-I cleavage product accumulation; activity, % at 10 µM; DNA topoisomerase I (Yersinia pestis CO92); in the data active means activity above about 50%, passing the limit was not always enough; inconclusive means no clear call, values can overlap the other calls; further: inactives centre near 2
PfHsp40 yeast – rescue of yeast from PfHsp40 toxicity, primary screen, S. cerevisiae, ATP luminescence; S. cerevisiae expressing PfHsp40, growth rescue; growth rescue, % at 12.5 µM; 340,000 tested, 0.68% active; in the data active means growth rescue above about 28%, passing the limit was not always enough; inconclusive means no clear call, values can overlap the other calls;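 further: yeast W303a lacking pdr1 and pdr3 grown in galactose medium; growth measured after three days at 30 °C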
Vc quorum ag – inducers of Vibrio cholerae quorum light production without autoinducers, primary screen, BH1578 luxS cqsA deficient, single point | activation, % at 18.7 µM | V. cholerae BH1578 lux reporter, luminescence, 6 h | 350,000 tested, 0.16% active; in the data active means activation mostly above about 9.7%, no sharp cut-off; inconclusive means no clear call, values can overlap the other calls; inactive means mostly below about 3.7%; further: not every result past the cut was called active; inactives centre near 0; reference of the scale not given here
MazF activator – activators of E. coli MazEF toxin-antitoxin RNase, primary screen, biochemical, fluorescence, uHTS; activation, % at 20 µM; 350,000 tested, 0.32% active; Endoribonuclease toxin MazF (Escherichia coli (strain K12)), P0AE70; FAM/BHQ RNA-DNA oligo cleavage fluorescence, 5 h; in the data active means activation above about 50%
Target sequence (P0AE70 whole entry, looked up): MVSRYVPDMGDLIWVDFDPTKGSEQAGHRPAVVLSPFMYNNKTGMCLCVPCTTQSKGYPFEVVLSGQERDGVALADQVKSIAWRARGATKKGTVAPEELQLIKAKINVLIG
3CLpro inhibitor – SARS-CoV 3CLpro protease inhibitors, primary screen, biochemical, quenched FRET. Replicase polyprotein 1ab (Severe acute respiratory syndrome coronavirus), P0C6X7. recombinant SARS-CoV 3CLpro, quenched FRET peptide cleavage. inhibition, % at 6 µM. 290,000 tested, 0.14% active. AID 1706, 2009; in the data active means inhibition above about 12%
Rv3671c inh – Rv3671c serine protease inhibitors, primary screen, biochemical, fluorescence polarization, M. tuberculosis H37Rv | 320,000 tested, 0.048% active | AID 2606, 2010 | P9WHR9 | inhibition, % at 5.96 µM; in the data active means inhibition above about 38%;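 further: extracellular domain of Rv3671c used as enzyme; 0% = enzyme with DMSO and 100% = no enzyme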
VHR inh abs – VHR1 phosphatase inhibitors, primary screen, biochemical, absorbance, uHTS | Dual specificity protein phosphatase 3 (Homo sapiens), P51452 | recombinant VHR phosphatase, pNPP absorbance | inhibition, % at 13.3 µM | 290,000 tested, 0.52% active; in the data active means inhibition above about 50%; further: some compounds called inactive have numbers as strong as hits
Target sequence (P51452 whole entry, looked up): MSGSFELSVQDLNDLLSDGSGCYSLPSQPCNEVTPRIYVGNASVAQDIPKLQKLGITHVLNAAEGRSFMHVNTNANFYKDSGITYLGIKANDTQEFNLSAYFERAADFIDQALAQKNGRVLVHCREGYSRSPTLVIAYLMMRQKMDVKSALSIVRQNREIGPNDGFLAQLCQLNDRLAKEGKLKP
Active calls of the source: *; i = inactive; ? = inconclusive; / = not tested or not shown; & = joins results of further samples.

SMILES	TcdB inh	PriA SSB inh	Anthrax LF inh2	Yp Topo-I inh	PfHsp40 yeast	Vc quorum ag	MazF activator	3CLpro inhibitor	Rv3671c inh	VHR inh abs
OCC[n+]1ccc(/C=C/c2c[nH]c3ccccc23)cc1	0.6	-12	1	-7	0.5	-0.4	-980	-6	-13	26
O=[N+]([O-])c1cccc(-c2csc(CS(=O)(=O)Cc3ccco3)n2)c1	0.8	1	/	-1	/	-0.4	10	5	3	23
O=P(COCCCCCOCP(=O)(c1ccccc1)c1ccccc1)(c1ccccc1)c1ccccc1	0.0	-7	-4	18	1.8	-1.5	2	-4	-6	3
COC(=O)c1ccccc1NS(=O)(=O)c1ccc(F)cc1	/	-37	-6	5	-0.2	i	-4	-5	-14	18
COc1ccc(N2C(=O)CS(=O)C(c3ccccc3)C2=O)cc1 (centres undefined)	0.8	11	-1	2	-0.2	-0.6	32	-1	-9	-8
COc1ccc(-c2nnc3sc(-c4cccs4)nn23)cc1OC	-0.1	-5	0	4	2.3	-0.2	20	-3	-2	24
COC(=O)C1=C(c2ccc(F)cc2OCc2ccccc2)C[C@@H]2CC[C@H]1N2C(=O)NCCO	/	-21	-6	16	1.9	i	-6	/	-4	/
CCCN(CCC)CCCNC(=S)Nc1ccc2nc(N3CCCC3)cc(C)c2c1	2.8	0	-1	-4	-0.1	-6.7	15	1	-7	11
Cc1cc(NC(=O)CCS(=O)(=O)c2ccc(F)cc2)no1	-1.2	-6	-4	0	0.7	-0.7	9	/	1	/
O=C(NC1CCCCC1)C(c1ccc2ncccc2c1)N(Cc1ccc2c(c1)OCO2)C(=O)c1cccs1 (centres undefined)	/	12	-7	-7	0.9	i	-12	4	-3	27
CN(C)CC/C=C1\c2ccccc2Sc2cc(F)c(Cl)cc21	1.9	10	-7	-20	1.0	-0.4	22	/	1	/
O=C(CSc1ncc(-c2ccccc2)[nH]1)Nc1ccccc1F	1.6	3	-3	-2	-1.2	0.4	1	-3	-3	27
S=C(NCc1cccnc1)Nc1ccc(Oc2ccc(Cl)cc2)cc1	0.1	0	/	11	-0.2	-0.8	-16	3	-17	13
CN(C)CCP(=O)(c1ccccc1)c1ccccc1	1.5	-13	-5	-5	-0.5	-2.1	0	3	-6	-27
Cc1cc(NC(=O)Cn2c(=O)n(Cc3ccccc3)c(=O)c3ccccc32)no1	/	1	-10	-6	-1.4	/	-4	-4	-8	3
COc1ccc(-c2noc(=O)n2CC(=O)N2CCC(Cc3ccccc3)CC2)cc1	0.5	-17	0	44	1.6	-1.6	0	3	-3	1
O=C(CCCCCN1C(=O)CCC1=O)Nc1ccc2c(c1)OCCO2	/	-19	-1	-8	0.6	i	4	-1	1	21
Cc1cc(C)cc(-n2c(C)cc(/C=C3\C(=N)N4N=C(CC(C)C)SC4=NC3=O)c2C)c1	-0.3	-10	1	16	-0.1	-0.4	3	-2	2	-8
COCc1cc(=O)n2[nH]c(-c3ccsc3-n3c(C)ccc3C)cc2n1	/	-9	-3	3	-0.3	i	3	-4	12	28
CCCn1cc(S(=O)(=O)c2ccccc2)c(=O)c2cc(OC)c(OC)cc21	2.4	-2	0	10	0.2	-0.2	4	-2	-2	-4
COc1ccc(/C=N/NC(=O)NC23CC4CC(CC(C4)C2)C3)c(OC)c1	3.4	/	8	6	1.0	i	5	6	0	/
COc1ccc(Br)cc1CNC(=O)CCc1nc(-c2ccccc2F)no1	/	-10	-2	26	-2.2	i	-7	1	-7	26
COc1cccc(-c2cnc(C(O)c3cc(C)c(OC)c(C)c3)[nH]2)c1 (centres undefined)	1.1	/	-2	-2	/	-4.5	/	/	/	/
Cc1ccc(NC(=O)C2CCCN(S(=O)(=O)c3c(C)noc3C)C2)nc1 (centres undefined)	/	0	3	7	0.4	i	-2	3	2	14
CN(CC(=O)NC1CCN(Cc2ccccc2)CC1)S(=O)(=O)c1ccc(Br)s1	0.3	1	2	5	6.5	-0.3	2	3	0	12
COc1ccccc1N(CC(=O)NCc1ccc(F)cc1)C(=O)CCC(=O)Nc1nccs1	-0.3	-7	-1	28	-1.8	-0.2	-6	0	-4	11
COc1ccc(NC(=O)c2cnc(SCC(=O)NCCc3ccccc3)n(C)c2=O)cc1	1.1	4	-2	-3	-0.1	-0.8	-30	/	-3	/
COCCCC1CCN(C(=O)CCc2nnc(CCCCc3ccccc3)o2)CC1	0.2	-2	-5	29	1.8	-0.3	-2	-3	-11	3
COC(=O)CC/C(O)=C1\C(=O)CC(C)(C)CC1=NCc1nc2ccccc2[nH]1	0.7	/	-4	1	0.9	-0.2	4	-5	9	16
COc1ccc(CNS(=O)(=O)CCNC(=O)c2ccc3c(c2)OCO3)cc1	0.9	-4	9	7	0.1	i	3	/	0	/
O=C(O)/C=C/c1ccc([N+](=O)[O-])o1	-0.6	8	-4	8	0.0	-0.4	33	0	3	30
Cc1ccc(S(=O)(=O)NC(=O)COc2ccccc2C(N)=O)cc1	/	-1	-7	8	-1.6	i	2	5	-6	-16
Cc1cccc2cc(/C=N/NC(=O)[C@H]3C[C@@H]3c3ccccc3)c(Cl)nc12	0.2	i	-2	-3	-0.5	i	-28	0	8	7
COCCCNC(=O)c1ccc2nc(Cc3ccc(OC)cc3)oc2c1	0.2	0	1	-12	0.8	-0.3	10	-3	-1	6
COc1ccc(C2(C(=O)NCCCN(C)C)CCOCC2)cc1	1.3	-13	?	1	0.6	i	10	-4	-4	11
CCCC(c1nnnn1C1CCCC1)N1CCN(c2ccccc2F)CC1 (centres undefined)	/	13	1	18	0.0	0.1	-4	3	1	39
CCCC(=O)Nc1cccc(NC(=O)Cc2ccc(Cl)cc2)c1	-0.5	/	-1	-1	/	-0.1	/	/	/	/
CCOC(=O)c1c(NC(=O)COc2ccccc2OCC)sc2c1CC(C)(C)NC2(C)C	/	-4	-1	13	2.1	i	-4	/	2	/
O=C(COC(=O)C1CSC2(c3ccc(F)cc3)CCC(=O)N12)NC(=O)NC1CCCC1 (centres undefined)	0.8	-8	2	26	0.2	-2.6	4	4	-1	36
Cc1cccc(C(=O)NNC(=O)/C=C/C(=O)O)c1	-1.0	-26	2	2	-0.2	0.7	-18	1	-5	14
CCS(=O)(=O)NCCc1csc(-c2ccc(OC)c(OC)c2)n1	1.6	-39&6&-1	/	-2	-0.4	i	-1	2	-2	25
CCc1ccccc1NC(=S)N(Cc1ccco1)C(C)c1cccs1 (centres undefined)	-0.8	-5	-3	3	-1.2	1.5	5	-2	4	21
O=C(O)c1ccc(-n2c(-c3ccccc3)n[nH]c2=S)cc1	/	4	-5	5	-0.7	-0.3	-2	5	-3	0
Cc1cccc(C)c1N(CC(=O)Nc1cccc(N(C)S(C)(=O)=O)c1)S(C)(=O)=O	/	4	0	-3	24	i	-1	2	-1	-8
COc1ccc(NS(=O)(=O)c2cc(NC(=O)/C=C/c3cccs3)ccc2N2CCOCC2)cc1	0.1	14	-2	-1	0.1	-0.4	2	8	-111	13
O=C(Cn1cnc2ccccc2c1=O)N1CCN(S(=O)(=O)c2ccc(F)cc2)CC1	-7.4	13	-6	3	-0.9	-0.5	-5	/	3	/
CC(=O)Nc1ccc(C(=O)N/N=C/c2ccncc2)cc1	0.2	/	-1	17	0.5	-0.5	15	-1	-4	-14
N#C/C(=C\c1ccc(-c2cccc(C(F)(F)F)c2)o1)C(=O)Nn1cnnc1	/	0	-5	3	1.0	-0.7	-15	3	-5	-4
Cc1ccc2c(c1)C1CN(C)CCC1N2C(=O)c1cccc(S(=O)(=O)N2CC(C)CC(C)C2)c1 (centres undefined)	0.6	8	-9	-4	7.0	1.4	7	7	14	13
O=S(=O)(c1cccc(S(=O)(=O)N2CCOCC2)c1)N1CCCCCC1	-0.3	-21	10	5	-0.8	-0.9	6	1	2	8

Rewritten with bars between the fields: entries from further up.
structure | TcdB inh | PriA SSB inh | Anthrax LF inh2 | Yp Topo-I inh | PfHsp40 yeast | Vc quorum ag | MazF activator | 3CLpro inhibitor | Rv3671c inh | VHR inh abs
CCCC(c1nnnn1C1CCCC1)N1CCN(c2ccccc2F)CC1 (centres undefined) | / | 13 | 1 | 18 | 0.0 | 0.1 | -4 | 3 | 1 | 39
CCCC(=O)Nc1cccc(NC(=O)Cc2ccc(Cl)cc2)c1 | -0.5 | / | -1 | -1 | / | -0.1 | / | / | / | /
CCOC(=O)c1c(NC(=O)COc2ccccc2OCC)sc2c1CC(C)(C)NC2(C)C | / | -4 | -1 | 13 | 2.1 | i | -4 | / | 2 | /
O=C(COC(=O)C1CSC2(c3ccc(F)cc3)CCC(=O)N12)NC(=O)NC1CCCC1 (centres undefined) | 0.8 | -8 | 2 | 26 | 0.2 | -2.6 | 4 | 4 | -1 | 36
Cc1cccc(C(=O)NNC(=O)/C=C/C(=O)O)c1 | -1.0 | -26 | 2 | 2 | -0.2 | 0.7 | -18 | 1 | -5 | 14
CCS(=O)(=O)NCCc1csc(-c2ccc(OC)c(OC)c2)n1 | 1.6 | -39&6&-1 | / | -2 | -0.4 | i | -1 | 2 | -2 | 25
CCc1ccccc1NC(=S)N(Cc1ccco1)C(C)c1cccs1 (centres undefined) | -0.8 | -5 | -3 | 3 | -1.2 | 1.5 | 5 | -2 | 4 | 21
O=C(O)c1ccc(-n2c(-c3ccccc3)n[nH]c2=S)cc1 | / | 4 | -5 | 5 | -0.7 | -0.3 | -2 | 5 | -3 | 0
Cc1cccc(C)c1N(CC(=O)Nc1cccc(N(C)S(C)(=O)=O)c1)S(C)(=O)=O | / | 4 | 0 | -3 | 24 | i | -1 | 2 | -1 | -8
COc1ccc(NS(=O)(=O)c2cc(NC(=O)/C=C/c3cccs3)ccc2N2CCOCC2)cc1 | 0.1 | 14 | -2 | -1 | 0.1 | -0.4 | 2 | 8 | -111 | 13
O=C(Cn1cnc2ccccc2c1=O)N1CCN(S(=O)(=O)c2ccc(F)cc2)CC1 | -7.4 | 13 | -6 | 3 | -0.9 | -0.5 | -5 | / | 3 | /
CC(=O)Nc1ccc(C(=O)N/N=C/c2ccncc2)cc1 | 0.2 | / | -1 | 17 | 0.5 | -0.5 | 15 | -1 | -4 | -14

The list continues.
SMILES	TcdB inh	PriA SSB inh	Anthrax LF inh2	Yp Topo-I inh	PfHsp40 yeast	Vc quorum ag	MazF activator	3CLpro inhibitor	Rv3671c inh	VHR inh abs
O=C(C1=C(O)C(=O)N(c2nc3ccc(Cl)cc3s2)C1c1ccco1)c1ccco1 (centres undefined)	-1.4	16	3	-8	8.4	i	-40	/	-6	/
CCOC(=O)c1cc(NC(=O)c2cccnc2)cc(C(=O)OCC)c1	/	-5	-1	-11	0.3	-0.7	-1	3	-9	-15
CN(C(=O)c1cc(-c2ccccc2)on1)C1CCCCC1	1.7	-9	5	14	2.2	-0.2	4	0	-6	26
O=C(NCCc1ccccc1)c1cccc(S(=O)(=O)NCc2ccccc2)c1	1.2	-19	2	10	2.0	-1.5	4	/	5	/
CCOC(=O)C(=CNc1cc(C)ccc1C)C(=O)OCC	/	-22	-3	21	-0.8	-6.2	5	4	-1	14
O=C(CN(c1ccccc1F)S(=O)(=O)c1ccccc1)N1CCCCCC1	/	5	-4	7	-0.9	1.5	-2	4	-4	9
CCn1c(C)nc2cc(S(=O)(=O)N3CCCC3)ccc21	/	-20	-1	-9	-1.3	-0.8	-3	7	-4	15

A portion of the library; count on the stated rates, not on these rows.
